# FBA Mtb inh – Mtb fructose-bisphosphate aldolase inhibition | inhibition, % at 1 µM | purified M. tuberculosis FBA, fluorescence read-out | 2.3% of 360,000 active | AID 588726 | P9WQA3; in the data active means inhibition above about 27%;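 further: 0% = vehicle and 100% = reference inhibitor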
# Target sequence (P9WQA3 whole entry, looked up): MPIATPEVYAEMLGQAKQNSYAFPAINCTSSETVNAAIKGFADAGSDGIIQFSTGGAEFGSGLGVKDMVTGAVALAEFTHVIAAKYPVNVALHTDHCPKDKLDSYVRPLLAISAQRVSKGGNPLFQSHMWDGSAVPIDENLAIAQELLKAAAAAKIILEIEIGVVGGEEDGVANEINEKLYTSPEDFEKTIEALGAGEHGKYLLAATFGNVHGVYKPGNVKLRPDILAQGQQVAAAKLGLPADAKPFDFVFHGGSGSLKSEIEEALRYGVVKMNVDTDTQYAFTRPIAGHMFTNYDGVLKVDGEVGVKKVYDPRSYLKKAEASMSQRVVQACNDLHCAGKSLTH
# CCHFV vOTU inh – CCHFV vOTU protease inhibition. Pep-AMC fluorescence. inhibition, % at 11.5 µM. 0.55% of 370,000 active. AID 651958; further: 0% = vehicle wells with enzyme and 100% = no enzyme wells
# BoNT-A LC inh2 – inhibitors of Botulinum neurotoxin A light chain protease; inhibition, % at 10 µM; 0.17% of 360,000 active; multiplex microsphere protease substrate cleavage, flow cytometry; AID 588499; in the data active means inhibition above about 30%; inconclusive means no clear call, values can overlap the other calls; further: plate controls were buffer without enzyme for full effect and enzyme alone for no effect
# PrPC TRFRET – cell surface PrPC inhibition, primary TR-FRET screen | AID 720596 | 0.43% of 370,000 active | inhibition, % at 13.8 µM | TR-FRET read-out | P04156; in the data active means inhibition above about 24%; further: 0% = median of the test wells and 100% = reference compound wells
# GDH-TPI inh – counter-screen for M. tuberculosis FBA inhibitors: GDH-TPI coupled enzymes. GDH-TPI coupled enzyme counterscreen, NADH absorbance. 1.2% of 360,000 active. inhibition, % at 4.8 µM;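 further: 0% = DMSO wells and 100% = wells lacking the enzyme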
# FadD28 binding – blocks FadD28 binding to the bisubstrate probe; fluorescence polarization; 0.22% of 360,000 active; inhibition, % at 12.5 µM; in the data active means inhibition above about 8.5%, passing the limit was not always enough; inconclusive means no clear call, values can overlap the other calls
# Mtb BioA inh – blocks M. tuberculosis BioA enzyme activity | AID 602481 | inhibition, % at 9.99 µM | 0.096% of 360,000 active | purified M. tuberculosis BioA enzyme, plate reader; in the data active means inhibition above about 40%; inconclusive means no clear call, values can overlap the other calls
# Mtb UGM inh – inhibitors of M. tuberculosis UDP-galactopyranose mutase; P9WIQ1; purified UGM, fluorescence polarization probe displacement; inhibition, % at 10 µM; 0.06% of 320,000 active; AID 504406; in the data active means inhibition above about 10%, passing the limit was not always enough; inconclusive means no clear call, values can overlap the other calls
# Target sequence (P9WIQ1 whole entry, looked up): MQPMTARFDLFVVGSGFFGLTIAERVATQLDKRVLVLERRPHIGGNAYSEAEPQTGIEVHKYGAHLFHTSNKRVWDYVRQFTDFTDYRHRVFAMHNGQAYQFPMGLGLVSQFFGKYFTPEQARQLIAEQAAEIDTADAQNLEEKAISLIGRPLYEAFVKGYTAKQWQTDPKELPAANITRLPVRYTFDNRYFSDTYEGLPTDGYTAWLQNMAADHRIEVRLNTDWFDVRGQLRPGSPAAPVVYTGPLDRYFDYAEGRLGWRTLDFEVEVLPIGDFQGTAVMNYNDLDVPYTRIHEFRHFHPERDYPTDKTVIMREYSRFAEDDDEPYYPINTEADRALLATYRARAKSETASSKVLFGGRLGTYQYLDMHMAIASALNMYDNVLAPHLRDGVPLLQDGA
# BoNT-F LC inh – BoNT F light chain protease inhibition; Multiplex microsphere protease cleavage assay, flow cytometry; inhibition, % at 10 µM; 0.22% of 360,000 active; AID 588497; in the data active means inhibition above about 35%, passing the limit was not always enough; inconclusive means no clear call, values can overlap the other calls; further: plate controls were buffer without enzyme for full effect and enzyme alone for no effect
# The depositor's hits bear a star; u = inconclusive; x = no result given. Unless noted, no stated cut-off is given here; in the data, active means inhibition above about 30%; inactive means the rest.
Molecule	FBA Mtb inh	CCHFV vOTU inh	BoNT-A LC inh2	PrPC TRFRET	GDH-TPI inh	FadD28 binding	Mtb BioA inh	Mtb UGM inh	BoNT-F LC inh
CN(C)C(CNC(=O)c1ccc2[nH]c(=O)c(=O)[nH]c2c1)c1ccco1 (stereo not drawn)	24	-6	1.8	-5	7	-1.8	0.1	0.7	3
CC(c1nccs1)N(C)C(=O)c1cn(Cc2cccc3ccccc23)nn1 (stereo not drawn)	0	17	-1.0	-8	-11	-2.6	8.3	-1.2	0
COc1cccc(/C=C/C(=O)N2CC(C)OC(C)C2)c1OC (stereo not drawn)	1	1	-0.2	-1	10	-2.0	-1.2	3.4	-3
Cc1nc2ccc(C(=O)Nc3cccc(OCC(=O)N(C)C)c3)cn2c1N(C)CC1CCCCC1	2	22	0.2	4	-5	0.9	-0.1	x	1
CCC1S/C(=C(\C#N)C(N)=O)N(c2ccc(F)cc2)C1=O (stereo not drawn)	0	7	0.4	-3	2	0.4	-1.0	0.7	3
Cc1cccc(Nc2nc(NCC3CCCO3)nc(N)c2[N+](=O)[O-])c1 (stereo not drawn)	0	6	-0.9	6	24	2.2	x	0.4	-7
COc1ccc2cc(C(=O)Nc3ccccc3)sc(=O)c2c1OC	0	5	1.4	-15	9	-2.5	-0.5	3.1	-3
Cc1cccc(N2CCN(C(=O)NC3CCCCC3)CC2C)c1 (stereo not drawn)	1	12	-1.2	12	0	-2.8	0.7	-4.0	u
Cc1cccc(-c2nnc(SCC(=O)Nc3cc(C)on3)n2C)c1	3	2	-1.5	4	2	-7.3	-0.1	2.4	5
CCC(C)(C)NC(=O)C(c1cccnc1)N(C(=O)c1csnn1)c1ccc(C)cc1 (stereo not drawn)	2	-6	0.7	3	-1	2.1	x	0.7	0
Cc1cc(NS(=O)(=O)c2ccc(NC(=O)NC(C)(C(F)(F)F)C(F)(F)F)cc2)no1	1	17	0.0	-4	-1	0.3	-0.5	-5.3	2
COc1ccc(OCC(=O)N2CCC3(CC2)CC(=O)c2ccccc2O3)cc1	2	-16	-1.9	-6	1	-2.4	9.4	-0.5	-8

# Next part.
Molecule	FBA Mtb inh	CCHFV vOTU inh	BoNT-A LC inh2	PrPC TRFRET	GDH-TPI inh	FadD28 binding	Mtb BioA inh	Mtb UGM inh	BoNT-F LC inh
CCOC(=O)C(CC)n1cnc2c(oc3ccccc32)c1=O (stereo not drawn)	2	-6	-0.3	3	-2	-3.7	1.9	1.1	10
COc1cc2ccccc2cc1C(=O)NCCCN1CCOCC1	10	-3	x	-7	13	-4.2	-0.3	0.3	x
CCOC(=O)c1cc2c(ccn2C)n1CC(=O)Nc1ccc(F)cc1	7	0	-0.4	3	9	-0.5	x	0.3	3
CC(=O)N1c2ccc(S(=O)(=O)NCC3CCC(C(=O)N4CC(C)CC(C)C4)CC3)cc2CC1C (stereo not drawn)	-2	12	-0.6	6	5	-0.1	-0.9	-1.8	2
CNC(=S)N(Cc1ccco1)Cc1cc2cc3c(cc2[nH]c1=O)OCCO3	19	-27	0.8	8	24	-7.0	x	1.2	-1
CCC1(CC)NC(=O)N(CC(=O)Nc2sc3c(c2C(N)=O)CCC3)C1=O	8	11	1.5	-1	11	-0.7	-0.6	0.4	12
Cn1c(SCc2nnc(-c3ccccc3Br)o2)nc2sc3c(c2c1=O)CCC3	-1	-11	-0.6	9	4	-5.0	-0.1	2.2	-15
CN1CCCN(C(=O)C2CCCCC2)CC1	-3	-5	-0.5	-2	7	-0.1	x	-0.4	-7
CC(=O)Nc1ccc(CNc2nc(NCc3cccs3)nc3ccsc23)cc1	4	-6	0.0	4	9	-1.0	2.1	x	5
COc1ccc(S(=O)(=O)N2CCCCC2c2cc(C(=O)N3CCOCC3)no2)cc1 (stereo not drawn)	2	-4	-0.4	4	12	-1.7	1.7	x	1
CN(CC(=O)Nc1ccc(OC(F)(F)F)cc1)C(=O)Cc1ccc2c(c1)CCC2	-1	13	0.6	3	6	-2.3	0.4	-0.8	3
Cc1c(CN2CC[C@@H](N3CCN(c4ccccn4)CC3)[C@H](O)C2)[nH]c2ccc(F)cc12	5	-18	x	-8	4	-1.4	0.9	-1.9	x

# New compounds follow.
Molecule	FBA Mtb inh	CCHFV vOTU inh	BoNT-A LC inh2	PrPC TRFRET	GDH-TPI inh	FadD28 binding	Mtb BioA inh	Mtb UGM inh	BoNT-F LC inh
COc1cc(OC)c(OC)cc1CNC(=O)c1cc(=O)c2ccccc2o1	-2	5	1.0	-7	5	-2.4	-0.5	1.0	1
COc1ccc(C2(O)CCN(C(=O)NC3CCCCC3)CC2)cc1	5	-9	-1.2	-4	12	-0.8	0.1	-3.2	-5
Cc1cc(C)c(NC(=O)COC(=O)C2CCC2)c(Cl)c1	3	6	1.0	4	-10	-3.9	-2.1	-1.5	-5
C=CCNc1ncnc2c1cnn2-c1ccc(OC)cc1	6	10	0.5	3	4	-2.8	8.6	1.6	0
CC(C)c1nnc(NC(=O)CCS(=O)(=O)c2nc(-c3cccs3)cc(C(F)(F)F)n2)s1	5	13	0.4	4	27	-0.2	x	-0.7	3
CC1=C(C(=O)N(C)C)CC(CC(=O)NC2CCCCC2)C(=O)N1Cc1ccccc1 (stereo not drawn)	2	2	0.1	8	-1	-0.8	-0.5	x	1
CCOc1ccc(S(=O)(=O)Nc2cccc(C(=O)N3CCN(c4ccccc4O)CC3)c2)cc1	1	14	-0.3	-5	10	-2.4	-1.3	1.9	-10
O=C(Cn1cc(C(=O)c2cccs2)c2ccccc21)NC1CCCCC1	0	0	u	0	22	-3.9	-0.1	1.3	x
CS(=O)(=O)N(CC(=O)Nc1ccc(Cl)c(Cl)c1)C1CCCCC1	-1	1	u	8	2	-23	1.6	-0.6	-11
CC1=C(CC/C(C)=N/NC(N)=S)C(C)(C)CCC1	-8	-8	-0.8	4	1	-2.5	x	1.4	-13
O=C(Cn1cnc2c(OCc3ccccc3)ncnc21)NCCCc1ccccc1	0	0	-0.8	3	0	-0.6	0.1	-2.4	-1
Cc1ccccc1NC(=O)CN1C(=O)c2cccnc2Oc2ccc(Cl)cc21	-2	12	0.7	6	0	-1.1	-1.2	-0.5	-4

# Next part
Molecule	FBA Mtb inh	CCHFV vOTU inh	BoNT-A LC inh2	PrPC TRFRET	GDH-TPI inh	FadD28 binding	Mtb BioA inh	Mtb UGM inh	BoNT-F LC inh
COc1ccc(NC(=O)CC2C(=O)N(c3ccc(OC)cc3)C(=S)N2NC(=O)c2cccc(F)c2)cc1 (stereo not drawn)	2	13	0.5	-2	1	-0.5	x	-0.3	5
CN(CCOc1ccc(C=C2C(=O)NC(=O)NC2=O)cc1)c1ccccn1	5	13	-2.3	-1	-10	-4.3	0.5	-4.3	-7
O=C1CN(C(=O)CSc2nc(-c3ccccc3)cs2)c2ccccc2N1	-2	-12	0.0	1	6	-4.0	x	-0.4	0
Cc1csc(SCC(=O)Nc2cc(S(=O)(=O)N(C)C)ccc2C)n1	3	0	4.0	-7	-6	-1.5	1.2	-2.4	-2
CCC(=O)N1CCN(c2ccc(NC(=O)c3cc4ccccc4o3)cc2)CC1	-2	10	-0.1	8	20	-1.8	-1.5	1.2	-6
CC(=O)c1c(C)nc2nonc2c1N	7	0	-0.4	-22	9	-0.8	x	0.5	0
COc1ccc(CCNC(=O)C2CCN(S(C)(=O)=O)CC2)cc1OC	-3	-3	0.1	1	3	-0.4	-3.5	1.2	6
CC[C@]12c3[nH]c4cc(CCC(=O)N(C)C)ccc4c3CCN1C(=O)[C@@H](CC(=O)NCCC1=CCCCC1)C[C@@H]2C(=O)N1CCN(C(=O)C2CC2)CC1	-1	-13	-0.2	-6	4	-0.8	-0.3	x	0
COC(C(=O)C(O)C(C)O)C1Cc2cc3cc(OC4CC(OC5CC(O)C(O)C(C)O5)C(O)C(C)O4)c(C)c(O)c3c(O)c2C(=O)C1OC1CC(OC2CC(OC3CC(O)C(OC)C(C)O3)C(O)C(C)O2)C(O)C(C)O1 (stereo not drawn)	0	29	0.4	0	15	1.1	x	x	4
CCn1ccnc1C(O)(c1ccccc1)c1ccccc1	-2	11	4.5	-4	3	-0.4	-0.6	1.7	u
COC(=O)c1c(C)[nH]c(C(=O)CC#N)c1C	-1	-8	-0.4	-1	1	-1.5	-2.2	-0.8	-3
CN1C(=O)CC(NNC(=O)c2ccc(Cl)cc2)C1=O (stereo not drawn)	7	2	-8.8	-5	-4	-1.6	x	3.4	-10

# More compounds:
Molecule	FBA Mtb inh	CCHFV vOTU inh	BoNT-A LC inh2	PrPC TRFRET	GDH-TPI inh	FadD28 binding	Mtb BioA inh	Mtb UGM inh	BoNT-F LC inh
COc1ccccc1CNC(=O)C(C)NS(=O)(=O)c1ccc(Br)cc1 (stereo not drawn)	1	4	0.4	-4	11	-0.8	-0.7	1.0	7
CC[C@]12c3[nH]c4ccc(Cl)cc4c3CCN1C(=O)[C@@H](CC(=O)NCc1ccco1)C[C@@H]2C(=O)N1CCN(C(=O)C2CC2)CC1	4	-5	-0.7	-6	-2	-1.5	-1.2	x	-10
Cc1sc2ncn(CC(=O)N3CCCCC3)c(=O)c2c1S(=O)(=O)N1CCC(C)CC1	5	-4	1.0	9	-4	0.9	3.0	-0.9	3
Clc1ccc(Cc2nc(-c3ccncc3)no2)cc1	1	-9	-0.1	15	-3	-2.1	x	-1.0	7
O=C(CSc1nc2ccccc2c(=O)n1-c1ccc(F)cc1)NCc1ccco1	-1	x	0.1	x	-1	-0.4	2.9	-2.7	8
COc1cc(C(=O)Oc2cccc(Nc3ncnc4ccccc34)c2)cc(OC)c1OC	-1	-18	0.0	-4	4	0.8	x	-0.3	-8
c1cncc(C(c2nnnn2C2CCCCC2)N2CCN3CCCC3C2)c1 (stereo not drawn)	1	8	0.3	-3	13	0.7	-4.2	-4.8	-12
CCC(CC)NC(=O)Nc1ccccc1C(F)(F)F	1	-16	0.2	-2	8	-0.2	0.7	0.8	-2
COc1ccc(Oc2nc(-c3ccccc3)ncc2C(=O)O)cc1	4	7	0.5	6	-5	-2.4	x	4.9	5
O=C1N=C(N2CCCCC2)S/C1=C\c1ccncc1	-4	-12	-0.6	3	26	-1.8	x	2.4	-1
CCCCCC(=O)Nc1ccc(-c2nnc3n2CCCCC3)cc1	1	6	-0.3	3	2	0.2	-0.7	-0.2	3
Clc1ccc2c(c1)C(c1ccccc1Cl)=NCc1nnc(N3CCN(CCOc4ccccc4)CC3)n1-2	-3	12	0.5	-7	8	-6.0	1.2	0.7	0
COc1ccccc1N1CCN(C(=O)c2ccc(S(=O)(=O)N3CCCC3)cc2)CC1	0	-3	-0.8	-7	1	-0.4	x	1.8	-4
COc1cc(C)c(Cl)cc1S(=O)(=O)n1cnc(C)c1	-6	-10	1.0	2	11	-3.2	0.2	0.8	13

# Exported with two lines to a compound: part of the list above
# Sequence of screens – FBA Mtb inh | CCHFV vOTU inh | BoNT-A LC inh2 | PrPC TRFRET | GDH-TPI inh | FadD28 binding | Mtb BioA inh | Mtb UGM inh | BoNT-F LC inh
> COc1ccccc1CNC(=O)C(C)NS(=O)(=O)c1ccc(Br)cc1 (stereo not drawn)
    1 | 4 | 0.4 | -4 | 11 | -0.8 | -0.7 | 1.0 | 7
> CC[C@]12c3[nH]c4ccc(Cl)cc4c3CCN1C(=O)[C@@H](CC(=O)NCc1ccco1)C[C@@H]2C(=O)N1CCN(C(=O)C2CC2)CC1
    4 | -5 | -0.7 | -6 | -2 | -1.5 | -1.2 | x | -10
> Cc1sc2ncn(CC(=O)N3CCCCC3)c(=O)c2c1S(=O)(=O)N1CCC(C)CC1
    5 | -4 | 1.0 | 9 | -4 | 0.9 | 3.0 | -0.9 | 3
> Clc1ccc(Cc2nc(-c3ccncc3)no2)cc1
    1 | -9 | -0.1 | 15 | -3 | -2.1 | x | -1.0 | 7
> O=C(CSc1nc2ccccc2c(=O)n1-c1ccc(F)cc1)NCc1ccco1
    -1 | x | 0.1 | x | -1 | -0.4 | 2.9 | -2.7 | 8
> COc1cc(C(=O)Oc2cccc(Nc3ncnc4ccccc34)c2)cc(OC)c1OC
    -1 | -18 | 0.0 | -4 | 4 | 0.8 | x | -0.3 | -8
> c1cncc(C(c2nnnn2C2CCCCC2)N2CCN3CCCC3C2)c1 (stereo not drawn)
    1 | 8 | 0.3 | -3 | 13 | 0.7 | -4.2 | -4.8 | -12
> CCC(CC)NC(=O)Nc1ccccc1C(F)(F)F
    1 | -16 | 0.2 | -2 | 8 | -0.2 | 0.7 | 0.8 | -2
> COc1ccc(Oc2nc(-c3ccccc3)ncc2C(=O)O)cc1
    4 | 7 | 0.5 | 6 | -5 | -2.4 | x | 4.9 | 5

# Assay outcomes (PubChem)
